SENP6 inh: SENP6 protease inhibitors, primary screen, biochemical, luminescence, uHTS | Recombinant SENP6 catalytic domain, aminoluciferin luminescence | inhibition, % at 10 µM | actives 1.8% (n = 330,000);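 active means inhibition above about 50% at the single tested dose, limit read from the data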;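 further: plate controls were DMSO wells with enzyme for no effect and DMSO wells lacking enzyme for full effect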
Target sequence (Q9GZR1 628-1112 limits assumed): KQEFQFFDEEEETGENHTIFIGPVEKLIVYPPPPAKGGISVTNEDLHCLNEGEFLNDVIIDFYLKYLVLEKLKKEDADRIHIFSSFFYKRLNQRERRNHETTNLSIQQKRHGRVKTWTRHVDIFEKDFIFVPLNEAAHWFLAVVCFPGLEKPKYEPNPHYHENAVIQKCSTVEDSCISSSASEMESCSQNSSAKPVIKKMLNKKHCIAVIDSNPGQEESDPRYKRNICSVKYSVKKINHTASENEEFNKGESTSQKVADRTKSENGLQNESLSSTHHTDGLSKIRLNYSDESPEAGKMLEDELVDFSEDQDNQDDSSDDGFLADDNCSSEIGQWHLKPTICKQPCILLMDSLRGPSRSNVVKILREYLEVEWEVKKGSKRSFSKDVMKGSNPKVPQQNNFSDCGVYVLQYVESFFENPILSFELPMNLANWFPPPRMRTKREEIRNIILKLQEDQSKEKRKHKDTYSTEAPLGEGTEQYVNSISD
SENP1 FRET inh: human SENP1 catalytic domain inhibitors, primary screen, biochemical, FRET, uHTS; AID 624204, 2012; Sentrin-specific protease 1 (Homo sapiens), Q9P0U3; inhibition, % at 10 µM; recombinant SENP1 catalytic domain, CyPet-SUMO1-YPet FRET cleavage; actives 0.21% (n = 360,000);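 active means inhibition at least 30% at 10 µM, raw YFP signal under a set limit, fluorescence ratio 0.5 to 1.5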;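 further: 0% = enzyme with DMSO and 100% = no enzyme wells; some results filed as inactive read as strong as hits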
Target sequence (Q9P0U3 419-644 limits assumed): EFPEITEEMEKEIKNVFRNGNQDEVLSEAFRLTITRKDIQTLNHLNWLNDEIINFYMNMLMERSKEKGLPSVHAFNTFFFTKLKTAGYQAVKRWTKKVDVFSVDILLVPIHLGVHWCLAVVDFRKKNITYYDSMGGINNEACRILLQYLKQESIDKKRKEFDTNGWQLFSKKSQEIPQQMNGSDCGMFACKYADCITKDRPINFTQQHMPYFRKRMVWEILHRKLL
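Assay system: hSENP1 catalytic domain, recombinant. Amount: SENP1 enzyme, 20 pM final. Schedule: 50 min reaction, RT, dark. Technique: FRET, CFP and YFP emission. Control set: no-enzyme wells low, DMSO-plus-enzyme wells high control.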
MPTP inh: mitochondrial permeability transition pore inhibitors, primary screen, biochemical, isolated mouse mitochondria, absorbance; Ca2+ swelling absorbance, 30 min; inhibition, % at 10 µM; actives 1.4% (n = 360,000);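 active means inhibition of 50% or more, scaled per plate between neutral and stimulator controls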;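 further: 0% = DMSO wells given calcium and 100% = 1 mM EGTA wells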
hIAP activ: human IAP activators, primary screen, biochemical, luminescence, uHTS | purified human IAP, CDP-Star luminescence, 30 min; hits give high values; 1 = vehicle-only enzyme, 0 = enzyme-free background | Intestinal-type alkaline phosphatase (Homo sapiens), P09923 | actives 0.16% (n = 330,000) | activation factor at 10 µM;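 active means activation factor of the enzyme at least 2-fold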; further: the source names both 10 and 20 µM as test concentration; values of inactives mirror those of a sister screen read the other way
SENP8 inh: human SENP8 protease inhibitors, primary screen, biochemical, fluorescence, Nedd8 protein substrate, uHTS. actives 0.64% (n = 360,000). recombinant SENP8. Sentrin-specific protease 8 (Homo sapiens), Q96LD8. inhibition, % at 20 µM. AID 602440, 2012; in the data active means inhibition mostly above about 40%, no sharp cut-off; inactive means mostly below about 27%
Target sequence (Q96LD8 whole entry, looked up): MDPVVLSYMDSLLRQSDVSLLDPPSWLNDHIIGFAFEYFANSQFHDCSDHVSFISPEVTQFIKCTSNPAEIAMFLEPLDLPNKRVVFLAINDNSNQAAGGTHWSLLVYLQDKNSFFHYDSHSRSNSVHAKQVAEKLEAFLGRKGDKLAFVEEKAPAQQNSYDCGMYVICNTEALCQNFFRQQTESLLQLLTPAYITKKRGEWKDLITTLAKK
NR3A LBD binder: binders of NR3A ligand-binding domain, primary screen, biophysical, differential scanning fluorimetry, uHTS. Glutamate receptor ionotropic, NMDA 3A (GRIN3A) ligand-binding domain. NR3A LBD differential scanning fluorimetry, Tm shift; 0% = protein alone, 100% = glycine-bound protein. Tm shift relative to glycine control, % at 25 µM. actives 2.5% (n = 340,000). AID 1259313, 2017;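 active means melting temperature shift of at least 10% of the positive control shift, at one fixed dose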
PfGluPho inh: PfG6PD enzyme inhibitors, primary screen, biochemical, fluorescence intensity, uHTS. PfGluPho enzyme, NADPH resazurin-diaphorase fluorescence. glucose-6-phosphate dehydrogenase-6-phosphogluconolactonase (Plasmodium falciparum 3D7). actives 0.78% (n = 350,000). inhibition, % at 20 µM. AID 504690, 2011;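 active means inhibition reaching at least a set limit at 20 µM in the primary screen, cut at about 59% in these data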;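 further: 0% = DMSO wells with substrate and 100% = DMSO wells lacking glucose-6-phosphate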
ATG4B inhibitor: ATG4B protease inhibitors, primary screen, biochemical, fluorescence, uHTS; Cysteine protease ATG4B (Homo sapiens), Q9Y4P1; ATG4B cleavage of LC3-PLA2, NBD-HPC fluorescence, 1 h; inhibition, % at 8.33 µM; actives 0.51% (n = 340,000); AID 504462, 2011; in the data active means inhibition above about 40%
Active calls of the source: *; i = inactive; . = not tested or not shown. Outcome played no part in choosing rows; any-hit rate near 6.7%.

Structure	SENP6 inh	SENP1 FRET inh	MPTP inh	hIAP activ	SENP8 inh	NR3A LBD binder	PfGluPho inh	ATG4B inhibitor
O=C(NCCc1ccc(C(F)(F)F)cc1)C1CC(=O)N(c2ccc3c(c2)OCCO3)C1 (configuration not stated)	-9	0	0.7	0.99	-1	-1	1	2
CCOc1ccccc1C(=O)N(C)Cc1cc2ccccc2[nH]c1=O	-26	-1	-3.5	1.6	-47	1	8	-9
COc1ccccc1OCC#CCn1ccnc1	1	1	-1.4	1	0	1	7	-4
Nc1c(Cl)ncnc1N/N=C/c1ccncc1	-8	1	0.6	1.1	1	0	2	3
O=[N+]([O-])c1ccc(N2CCN(c3cccc(Cl)c3)CC2)cn1	-10	1	-0.2	0.96	21	-1	10	-11
COc1ccccc1-c1cn[nH]c1-c1ccc(O)cc1O	-11	3	-0.9	1.1	-11	-11	11	11
C=CCC(Nc1ccco1)c1ccccc1 (configuration not stated)	2	2	-8.6	1.1	-19	-1	-5	0
Cc1ccc(NCc2ccccc2)cc1	-19	0	0.9	0.88	10	1	8	3
CCOC(CNC(=O)C(=O)NCC(c1ccco1)N1CCN(c2ccc(OC)cc2)CC1)OCC (configuration not stated)	-11	1	1.5	0.98	2	2	-19	15
CCn1cnc2c1c(=O)n(Cc1csc(-c3ccccc3)n1)c(=O)n2Cc1ccccc1	-14	-5	-2.2	1	11	-7	-32	-2

Structure	SENP6 inh	SENP1 FRET inh	MPTP inh	hIAP activ	SENP8 inh	NR3A LBD binder	PfGluPho inh	ATG4B inhibitor
O=C(NCC(c1ccco1)N1CCOCC1)C1CCCCC1 (configuration not stated)	-3	-1	-0.9	0.88	-5	1	9	6
CCN(CC)C(=O)Cn1cc(C(=O)C(=O)NCCc2c[nH]c3ccccc23)c2ccccc21	-2	-1	-0.9	1.2	8	-5	4	-11
CCCCCC(=O)Nc1nc(C)c(-c2csc(Nc3ccccc3OC)n2)s1	-6	-9	-0.6	1.1	-248	-2	24	4
COc1ccc(CC(=O)NNC(=O)c2ccc(Br)s2)cc1OC	-13	1	0.9	1	5	-3	-9	-4
CCOC(=O)C1(CCOc2ccccc2)CCN(Cc2ccc(C(=O)OC)cc2)CC1	0	-1	20	0.91	8	-1	7	-1
CCCN(C(=O)c1ccc(N2CCCC2=O)cc1)C1CCS(=O)(=O)C1 (configuration not stated)	-12	0	0.3	1.1	1	1	2	1
c1ccc(C2=NCCCO2)cc1	.	2	0.8	.	13	.	7	.
Cc1cc(=O)[nH]c(NN=C2CCCCC2C)n1 (configuration not stated)	.	-1	0.2	.	29	-2	-4	-11
C/C(=N\NC(=O)c1cccc(S(=O)(=O)N2CCCCC2)c1)c1ccc(C)o1	-8	-2	-2.3	1.3	5	-2	-9	2
Cc1cccc(NC(=O)CSc2nnc([C@@H](N)Cc3ccccc3)o2)c1C	10	2	0.4	1	24	-2	-14	0

Overlap with the part before: 5 entries, followed by the next part.
Structure	SENP6 inh	SENP1 FRET inh	MPTP inh	hIAP activ	SENP8 inh	NR3A LBD binder	PfGluPho inh	ATG4B inhibitor
CCCN(C(=O)c1ccc(N2CCCC2=O)cc1)C1CCS(=O)(=O)C1 (configuration not stated)	-12	0	0.3	1.1	1	1	2	1
c1ccc(C2=NCCCO2)cc1	.	2	0.8	.	13	.	7	.
Cc1cc(=O)[nH]c(NN=C2CCCCC2C)n1 (configuration not stated)	.	-1	0.2	.	29	-2	-4	-11
C/C(=N\NC(=O)c1cccc(S(=O)(=O)N2CCCCC2)c1)c1ccc(C)o1	-8	-2	-2.3	1.3	5	-2	-9	2
Cc1cccc(NC(=O)CSc2nnc([C@@H](N)Cc3ccccc3)o2)c1C	10	2	0.4	1	24	-2	-14	0
Clc1ccc(-c2cc(CSc3cccc(Cl)c3)on2)cc1	-1	1	3.9	1.1	12	1	20	5
Cc1cccc(NC(=O)c2cc(-c3ccc(C)s3)nc3ccccc23)n1	-2	-41	0.6	0.74	-392	-3	11	7
COc1cc(OC)c(C(=O)NNC(=O)CN(C)S(=O)(=O)c2ccc(Cl)cc2)cc1OC	-13	1	-3.0	1.1	-7	35*	-1	-4
Cn1c(CCC(N)=O)nnc1SCC(=O)Nc1cc(S(=O)(=O)N2CCCC2)ccc1Cl	-4	1	-1.2	1.2	16	2	8	-9
CCC(C)c1ccc(O)c(/C=N/O)c1 (configuration not stated)	-19	1	2.4	1.1	12	-1	10	-6
COc1ccc(OCCCCc2c(C)n[nH]c2C)cc1	6	0	51*	1.2	23	-2	17	6
CCn1c(CNC(=O)COc2ccc(C(C)C)cc2)nnc1SCC(=O)Nc1ccccc1	2	0	-0.4	1.1	20	-2	1	-8
COc1ccc(O)c(C(=O)CC(=O)c2ccncc2)c1	.	-3	-1.3	.	-456	2	-4	-8
CCOC(=O)c1ccc(S(=O)(=O)NCCNCc2ccccc2)cc1	-11	1	0.7	1.1	14	1	-20	0
O=C(NCc1ccc2c(c1)OCO2)c1cc(-c2ccccc2)on1	-12	3	1.2	1.1	9	2	-16	-6

Structure	SENP6 inh	SENP1 FRET inh	MPTP inh	hIAP activ	SENP8 inh	NR3A LBD binder	PfGluPho inh	ATG4B inhibitor
Cc1cc(C)n(-c2ccnc3cc(Cl)ccc23)n1	11	1	0.0	0.84	17	0	10	8
CCN(CC)CCn1c2c(c(SCC(=O)Nc3ccc4c(c3)OCCO4)nc1=O)CCC2	-10	-2	-0.6	1.2	8	2	-6	-2
COc1ccc([C@@H]2Sc3ccccc3NC(=O)[C@@H]2O)cc1	-11	0	1.9	1	3	0	-11	-1
CC(=O)c1ccc(OC(C)C)c(CC(C(N)=O)C(N)=O)c1	13	2	-2.6	0.94	5	-1	5	-2
Cc1onc(-c2ccccc2)c1C(=O)Nc1nnc(N(C)Cc2ccccc2)s1	-10	2	-1.5	1.2	-34	-4	-16	-4
CCOC(=O)C1(Cc2cccc(OC)c2)CCCN(S(=O)(=O)CC)C1 (configuration not stated)	-8	0	-0.4	0.84	32	0	12	-4
Cc1c(C(=O)Nc2ccncc2)sc2nc(-c3ccc(F)cc3)cn12	8	-64	1.0	0.92	-57	4	84*	-15
N#Cc1cnc(SCC(=O)Nc2ccccc2C(F)(F)F)nc1N	8	-38	0.1	1.1	-83	0	4	15
COCCn1c(=S)[nH]c2cc(C(=O)N3CCN(Cc4ccc5c(c4)OCO5)CC3)ccc2c1=O	-13	1	1.3	1.2	13	-2	-22	-6
CC1CCN(C(=O)CCCC(=O)O)CC1	-8	2	0.0	0.83	-4	0	4	13

The last three compounds of the section before are carried over, then new ones follow.
Structure	SENP6 inh	SENP1 FRET inh	MPTP inh	hIAP activ	SENP8 inh	NR3A LBD binder	PfGluPho inh	ATG4B inhibitor
N#Cc1cnc(SCC(=O)Nc2ccccc2C(F)(F)F)nc1N	8	-38	0.1	1.1	-83	0	4	15
COCCn1c(=S)[nH]c2cc(C(=O)N3CCN(Cc4ccc5c(c4)OCO5)CC3)ccc2c1=O	-13	1	1.3	1.2	13	-2	-22	-6
CC1CCN(C(=O)CCCC(=O)O)CC1	-8	2	0.0	0.83	-4	0	4	13
Cc1ccc2occ(/C=C/C(=O)c3ccccc3O)c(=O)c2c1	-11	16	-0.9	0.98	12	0	-1	-2
Cc1sc2ncnc(OCC(=O)NCc3cccs3)c2c1C	4	-4	-1.6	0.95	26	-1	21	7
CCc1cccc(NC(=O)CC2Oc3ccccc3NC2=O)c1 (configuration not stated)	-15	0	0.2	1.1	14	1	-5	3
CC1CC(C)CN(c2ccc([N+](=O)[O-])nc2)C1 (configuration not stated)	-2	2	0.9	0.84	12	1	6	-3
CCOC(=O)N1CCN(S(=O)(=O)c2cn(C)c(=O)n(C)c2=O)CC1	-3	0	-1.9	1.1	8	0	11	-2
CCCCN(C(=O)c1cccc(S(=O)(=O)N2CC(C)OC(C)C2)c1)c1c(N)n(CC(C)C)c(=O)[nH]c1=O (configuration not stated)	2	-4	-0.3	1.3	0	-1	4	-2
O=C1CN(C(=O)COC(=O)CNS(=O)(=O)/C=C/c2ccccc2)c2ccccc2N1	12	1	0.9	1.1	1	3	12	-3
COc1ccc(CCC(=O)NCc2ccco2)cc1	9	-2	-0.8	0.9	8	-2	2	-1
Cc1cc2c(cc(C(=O)NCc3cccnc3)n2Cc2ccc(Cl)cc2)o1	-2	-21	-2.2	0.91	-9	-2	4	-9
CCCCn1c(N)c(N(CC(C)C)C(=O)CC(NC(=O)c2ccccc2)c2ccccc2)c(=O)[nH]c1=O (configuration not stated)	1	-4	0.3	0.79	7	0	-6	6

Structure	SENP6 inh	SENP1 FRET inh	MPTP inh	hIAP activ	SENP8 inh	NR3A LBD binder	PfGluPho inh	ATG4B inhibitor
O=C(CSc1nnc(CNC(=O)c2c(F)cccc2F)o1)NCc1ccco1	-4	1	-1.5	0.96	4	-1	-16	7
COc1cc(CCC(=O)Nc2cnc3ccccc3c2)cc(OC)c1OC	-12	-4	-0.2	1.1	-2	0	-2	-3
O=C(Nc1ncccc1Cl)c1ccccc1F	-7	1	11	1	16	-4	-15	3
O=[N+]([O-])c1ccccc1/C=N/NC1=NS(=O)(=O)c2ccccc21	6	2	2.1	1	15	1	-3	-2
COc1ccc(-c2noc(CCCOc3ccc(Cl)cc3Cl)n2)cc1	-19	1	1.6	0.81	18	2	11	1
OCCCc1nc2ccccc2n1Cc1ccccc1	15	1	1.2	1.1	1	-1	-5	-6
Nc1cc(C(=O)OCC(=O)NCCC2=CCCCC2)ccc1Cl	-4	-1	-1.1	0.92	i	0	-5	1
Cn1cccc1C1NC(=O)c2c(sc3c2CCC(C(C)(C)C)C3)N1 (configuration not stated)	14	-5	6.3	1.2	-48	8	9	26
COCCC(=O)N1CCCC(N2CCN(c3ccc(F)cc3)CC2)C1 (configuration not stated)	15	1	-0.1	1.1	10	-1	-6	2
CC(C)C[C@@]12C(=O)N(c3cccc(Cl)c3)C(=O)N1[C@H](c1ccc(Br)cc1)[C@@H]1C(=O)N(C(C)(C)C)C(=O)[C@@H]12	1	2	1.3	0.95	12	2	0	-14
CCOC(=O)COc1nc(Nc2ccccc2C)nc(N(C)C)n1	-9	-1	9.5	0.98	18	1	13	-6
O=C1c2c(O)cc(O)cc2O[C@H](c2ccc(O)c(O)c2)[C@H]1O	-20	14	3.4	1.1	10	3	-20	1
Cc1cccc(C)c1NC(=S)N/N=C/c1c(Cl)cccc1Cl	-14	0	3.0	1.1	7	0	-3	-7

2 entries from above, with each value named.
> COCCC(=O)N1CCCC(N2CCN(c3ccc(F)cc3)CC2)C1 (configuration not stated)
  SENP6 inh = 15	SENP1 FRET inh = 1	MPTP inh = -0.1	hIAP activ = 1.1	SENP8 inh = 10	NR3A LBD binder = -1	PfGluPho inh = -6	ATG4B inhibitor = 2

> CC(C)C[C@@]12C(=O)N(c3cccc(Cl)c3)C(=O)N1[C@H](c1ccc(Br)cc1)[C@@H]1C(=O)N(C(C)(C)C)C(=O)[C@@H]12
  SENP6 inh = 1	SENP1 FRET inh = 2	MPTP inh = 1.3	hIAP activ = 0.95	SENP8 inh = 12	NR3A LBD binder = 2	PfGluPho inh = 0	ATG4B inhibitor = -14

Compound activity as filed in PubChem.
